NPY Y1 blocker: NPY-Y1 (human) receptor antagonism. P25929. HEK293-CNG Y1 cells, membrane potential fluorescence; NPY at EC95, then isoproterenol. inhibition, % at 3.6 µM. hit rate 1% among 200,000. AID 1040;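 active = inhibition above the campaign mean inhibition of all tested compounds plus 3 SD, cut at about 20% in these data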;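 also: 0% = DMSO wells given NPY plus isoproterenol and 100% = isoproterenol alone without NPY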
Target sequence (P25929 whole entry, looked up): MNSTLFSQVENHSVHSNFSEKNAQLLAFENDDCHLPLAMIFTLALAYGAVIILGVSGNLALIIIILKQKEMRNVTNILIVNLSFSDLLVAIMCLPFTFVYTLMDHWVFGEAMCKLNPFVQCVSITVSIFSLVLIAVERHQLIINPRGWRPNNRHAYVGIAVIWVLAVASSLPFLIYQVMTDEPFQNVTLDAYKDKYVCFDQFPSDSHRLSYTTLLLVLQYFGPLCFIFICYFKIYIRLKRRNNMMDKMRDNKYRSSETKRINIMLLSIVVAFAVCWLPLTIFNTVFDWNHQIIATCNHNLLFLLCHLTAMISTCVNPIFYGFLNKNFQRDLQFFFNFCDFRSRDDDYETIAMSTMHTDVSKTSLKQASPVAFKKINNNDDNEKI
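Material: HEK293 Y1/CNG channel cell line; also added: NPY (25 nM), isoproterenol (1 µM), Ro 20-1724 (25 µM); doses: one concentration, 3.6 µM, in 0.4% DMSO; schedule: compound incubation 1 h at room temperature, readout 45 min post-stimulation; technique: membrane potential fluorescence; measure: fluorescence ratio normalized to % inhibition between controls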
Runt-CBFb FRET: Runt domain-CBFb interaction inhibition; inhibition, % at 20 µM; Cerulean-Runt/Venus-CBFb FRET ratio 530/480, 1 h; AID 1496; hit rate 0.46% among 220,000;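 active = inhibition over about 50% at 20 µM in the single-dose screen, limit read from the data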;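 also: 0% = DMSO wells and 100% = excess unlabeled CBFb competitor control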
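Assay system: Cerulean-Runt domain / Medium: Tris 50 mM pH 7.5, KCl, K2SO4, 0.01% BSA / Timing: protein complex preformed 1 h, compound exposure 1 h, room temperature, dark / Measured by: FRET, excitation 422 nm, emission at 530 and 480 nm / Evaluation: loss of energy transfer signal / Control set: 5 µM unlabeled CBFb as full-inhibition high control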
MDM2 E3 inh: inhibitors of human Mdm2 E3 ubiquitin ligase. Q00987. cell-based MDM2 ubiquitination luciferase reporter, 2 h; 0 = plate control, 100 = twice control, blank-subtracted. signal enhancement, % at 5 µM. hit rate 0.11% among 210,000;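 active = signal enhancement of 30% or more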;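 also: luminescence tracks abundance of the self-degrading MDM2-luciferase fusion protein; higher signal means inhibition of MDM2 E3 ligase activity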
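Timing – 2 h compound exposure at 37 °C · Assay system – mammalian cells stably expressing self-ubiquitinating, self-degrading MDM2 E3–luciferase fusion · Amount – 2000 cells seeded into each well · Measure – % luminescence enhancement versus blank-corrected plate control mean · Measured by – SteadyLite luminescence, 15 min reagent step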
Runt-SMMHC FRET: blocks binding of human RUNX1 Runt domain to CBFb-SMMHC | Q01196+Q13951 | Cerulean-Runt/Venus-CBFb-SMMHC FRET ratio 530/480, 1 h | inhibition, % at 20 µM | hit rate 0.74% among 220,000;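 active = mean inhibition across duplicate retests at 20 µM reaching about 50%, limit read from the data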;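 also: 0% = DMSO wells and 100% = wells with excess untagged CBFb-SMMHC; inhibitors lower the FRET ratio by blocking Runt binding to CBFb-SMMHC; some results filed as inactive read as strong as hits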
NPY1 pot ag: human NPY-Y1 potentiation or agonism, primary screen; P25929; NPY-Y1 expressing cells, potentiator/agonist activation; activation, % at 3.6 µM; hit rate 0.37% among 220,000; AID 1304; in the data active = activation above about 33%, passing the limit was not always enough;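 also: cells stimulated with NPY at EC10 then isoproterenol at EC100; 0% = low agonist plus stimulus and 100% = saturating agonist plus stimulus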
p97 ATPase inh: human p97 ATPase inhibition; P55072; recombinant p97 ATPase, Kinase-Glo ATP luminescence, 3 h; inhibition, % at 8 µM; hit rate 0.42% among 220,000; AID 1481; in the data active = inhibition above about 15%;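 also: 0% = DMSO vehicle and 100% = wells lacking enzyme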
NPY-Y2 PAM-ag: human NPY-Y2 potentiation or agonism, primary screen | hit rate 0.45% among 220,000 | P49146 | cells expressing NPY-Y2, potentiator/agonist read-out | activation, % at 3.6 µM; in the data active = activation above about 27%;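 also: cells stimulated with NPY near EC25 plus isoproterenol at EC100; 0% = vehicle plus submaximal agonist and 100% = vehicle plus saturating agonist; some results beyond the cut were filed as inactive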
Target sequence (P49146 whole entry, looked up): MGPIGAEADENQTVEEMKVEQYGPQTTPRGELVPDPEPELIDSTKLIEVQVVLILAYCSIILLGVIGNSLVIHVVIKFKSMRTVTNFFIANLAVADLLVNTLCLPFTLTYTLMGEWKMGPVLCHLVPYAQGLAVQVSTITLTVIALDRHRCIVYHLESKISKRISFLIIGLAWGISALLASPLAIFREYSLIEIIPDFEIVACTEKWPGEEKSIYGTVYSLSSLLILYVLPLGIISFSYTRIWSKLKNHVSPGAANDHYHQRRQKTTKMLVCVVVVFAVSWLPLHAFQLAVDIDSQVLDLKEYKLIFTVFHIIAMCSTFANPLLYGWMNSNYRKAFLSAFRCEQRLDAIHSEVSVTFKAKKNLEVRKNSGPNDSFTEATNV
Hck Nef HTS: blocks Nef-activated human Hck kinase; Recombinant Hck-YEEI plus Nef, Z-Lyte FRET kinase assay; inhibition, % at 20 µM; AID 463187; hit rate 0.68% among 220,000; P08631;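 active = Hck-Nef kinase inhibition above about 50%, limit read from the data; inactive = inhibition below that limit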;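 also: 0% = DMSO with Hck plus Nef and 100% = Hck alone without Nef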
RBBP9 inh: inhibitors of human serine hydrolase RBBP9; recombinant RBBP9, FP-Rh probe fluorescence polarization; O75884; hit rate 0.2% among 220,000; AID 1515; inhibition, % at 7.94 µM;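 active = inhibition above the campaign mean of all tested compounds plus 3 SD, cut at about 14% in these data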;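 also: plate controls were DMSO wells with RBBP9 for no effect and wells lacking RBBP9 protein for full effect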
Target sequence (O75884 whole entry, looked up): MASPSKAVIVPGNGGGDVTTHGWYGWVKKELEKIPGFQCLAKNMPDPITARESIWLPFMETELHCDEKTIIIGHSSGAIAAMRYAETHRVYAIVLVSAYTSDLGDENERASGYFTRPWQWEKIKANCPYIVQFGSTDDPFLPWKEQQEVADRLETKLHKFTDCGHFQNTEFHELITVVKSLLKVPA
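System: RBBP9 protein / Buffer or medium: Tris/NaCl buffer pH 8.0 with 0.1% Pluronic / Probe or stimulus: Serine-hydrolase probe FP-Rh, 375 nM pre-mixing / Dosing: 7.94 µM single dose, 0.794% DMSO / Times: enzyme-compound preincubation 30 min, then probe labeling 45 min, 25 °C / Technique: fluorescence polarization (mP), excitation 525 nm, emission 598 nm / Replication: singlicate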
* = called active by the depositor; / = no result given.

SMILES	NPY Y1 blocker	Runt-CBFb FRET	MDM2 E3 inh	Runt-SMMHC FRET	NPY1 pot ag	p97 ATPase inh	NPY-Y2 PAM-ag	Hck Nef HTS	RBBP9 inh
Nc1nc(SCc2ccc3c(c2)OCO3)n[nH]1	-4	-1	-4	1	8	6	-1	-4	8
Cc1ccc(-c2nn(-c3ccccc3)cc2NC(=O)c2ccccc2)cc1	2	1	3	2	-51	-1	-35	3	-11
Cc1cccc(CCN(Cc2cc3cccc(C)c3[nH]c2=O)C(=O)N2CCOCC2)c1	-2	-2	7	0	-2	-1	11	2	-8
CCc1ccc(-n2c(Cc3ccccc3)n[nH]c2=S)cc1	-1	8	-36	21	11	-1	11	5	-7
CCC(=O)N1CC2(C)CN(C(=O)CC)CC(C)(C1)C2	-3	-1	-13	3	-4	-3	5	3	-3
CC1CN(C(=O)c2cccn(Cc3c(Cl)cccc3Cl)c2=O)CC(C)O1 (configuration not stated)	-5	2	-12	1	-1	-1	-14	6	4
Cc1ccccc1Cn1c(CN2CCN(c3ccc(F)cc3)CC2)nc2c1c(=O)n(C)c(=O)n2C	13	-3	-63	1	9	6	12	0	-5
COc1ccc(CSc2nnc3[nH]c(=O)cc(N)n23)cc1	15	1	-10	-1	-20	-2	-21	-35	-5
CCc1ccc(C(C)NC(=O)C2(C)CC2(Br)Br)cc1 (configuration not stated)	-1	0	-7	1	5	-2	-21	4	-3
Cc1ccsc1/C=N/NC(=O)Cn1cnc2ccccc21	2	0	-4	-1	2	5	9	5	-6
O=C(N=Nc1c(O)n(Cc2ccccc2)c2ccccc12)c1cc2ccccc2cc1O	7	-2	-7	-6	-6	4	17	34	-4
Cn1c(C(=O)OCC(=O)NCC2CCCO2)cc2sccc21 (configuration not stated)	8	1	-5	2	-27	0	-11	1	-6
CC(C)CN(C(=O)COC(=O)CNC(=O)c1ccccc1F)C1CCS(=O)(=O)C1 (configuration not stated)	2	1	-9	0	5	4	10	24	-10
COc1ccc(NS(=O)(=O)c2ccc3oc4ccccc4c3c2)cn1	7	-1	-10	-1	-27	-3	-8	1	-11
CCc1ccccc1N1C(=O)c2cccc3c(N4CCOCC4)c([N+](=O)[O-])cc(c23)C1=O	6	-6	-13	-10	11	-6	-2	-1	-6
CCNc1nc2cccnc2s1	/	2	1	1	16	4	0	17	-13
Cc1cc(=O)n2nc(N3CCC(C(=O)NC4CCCc5ccccc54)CC3)sc2n1 (configuration not stated)	2	-1	-7	4	4	3	4	-7	-3
O=C(c1cccc(F)c1)N1CCc2ccccc2C1	-1	2	9	-4	-22	0	-4	0	-2
CC(CC(=O)NC1CCSC1=O)c1ccccc1 (configuration not stated)	4	1	-26	-5	21	-1	12	1	-1
CC(C)c1ccc(/C=N/NC(=O)CC(=O)NCc2ccccc2)cc1	11	-2	-4	0	6	1	-16	-33	-9
CCOC(=O)C1CCCN(C(=O)c2cc3c(=O)n(C)c4ccccc4c3n2C)C1 (configuration not stated)	-3	4	-9	-2	1	-1	-9	1	-6
CC(C)(C)NC(=O)c1cccc(NC(=O)Cc2cccs2)c1	7	0	-5	4	0	2	-1	23	-8
Cc1ccc(CS(=O)(=O)c2ncn[nH]2)cc1	-3	1	-12	-1	-12	2	6	0	-3
CCOC(=O)c1cnc(SC)nc1Oc1cccc(NS(=O)(=O)c2ccc(Cl)cc2)c1	-3	-1	-21	5	6	-2	-3	2	-9
CCn1c(SCC(=O)c2ccccc2)nc2ccccc2c1=O	7	0	1	2	-13	2	-2	-3	-12
COC(=O)C1CCN(C(=O)CSc2ccccc2)CC1	0	1	0	2	17	4	-1	2	-5
O=C(NCc1ccco1)c1cccnc1-c1nc2ccccc2s1	7	50*	-19	31	-22	1	-3	0	-11
O=C(NCCCN1CCCCCC1)c1ccc(N2CCCC2=O)cc1	-1	-1	2	-1	-12	1	-10	-1	-3
CCOC(=O)C1=C(C)N(CCCC(=O)O)C(=O)NC1c1ccccc1OS(=O)(=O)c1ccc(C)cc1 (configuration not stated)	-5	-3	/	2	-8	2	-6	-2	-5
O=[N+]([O-])c1ccc(N2CCN(C(=S)NCc3ccc(Cl)cc3)CC2)cc1	-9	-6	-21	-54	31	3	18	-3	-13
CC(C)C(=O)NNC(=O)c1c(O)c2ccccc2[nH]c1=O	/	1	/	1	2	6	-13	25	8
COc1cc(S(=O)(=O)N2CCN=C2c2ccccc2)ccc1F	-4	0	-11	-6	8	6	16	2	-7
N#Cc1c(NC(=O)CSCC(=O)O)sc2c1CCCC2	1	-2	-17	-3	-6	-3	-14	2	-5
Cc1c(NC(=O)CSc2nc3ccccc3n2C)c(=O)n(-c2ccccc2)n1C	-3	-2	2	5	5	0	-2	0	-9
O=S(=O)(Nc1ccncc1Cl)c1ccc2ccccc2c1	-1	1	-22	1	-22	-2	-8	18	-15
COc1ccc(C)cc1NC(=O)c1ccc(CN2CCN(c3ccccc3)CC2)cc1	2	-2	0	-1	-8	-6	-13	1	-7
O=C(NCCCN1CCOCC1)C1(c2ccccc2)CCCC1	2	0	-14	-3	3	0	2	4	-6
O=C(Nc1ccccc1)Nc1ccc(C(=O)N2CCOCC2)cc1	1	2	-29	1	22	-20	8	1	-3
CCC1(C)N=c2c(c(=O)n(C)c(=O)n2C)=NO1 (configuration not stated)	2	0	-1	-4	-12	4	-1	3	-8
CCC(=O)Nc1nc2nc(-c3ccccc3)cc(-c3ccccc3)n2n1	1	-3	-12	-5	12	13	-3	1	0
CCCN(CCC)CCCn1c(=O)[nH]c2ccccc21	-3	2	-1	-2	6	5	7	7	0
CC(C(=O)Nc1ccc(S(=O)(=O)N2CCCCC2)cc1)N1CCN(c2ccccn2)CC1 (configuration not stated)	-6	1	-5	1	7	-1	-9	-10	-6
Cc1cccc(Cc2nnc(CCC(=O)N3CCCCC3c3nccs3)o2)c1 (configuration not stated)	0	1	-8	-1	-7	-2	-22	13	-6
O=C(COc1c(Cl)cc(Cl)cc1Cl)c1ccc(Cl)cc1	-4	1	-3	0	-6	3	4	4	1
COc1ccccc1CN1CCNC(=O)C1CC(=O)NCCCn1cccn1 (configuration not stated)	4	2	-1	0	-14	-2	3	-4	-10
COC(=O)c1c(C#N)c(N)nc2c1CCC2	3	96*	-10	62*	-18	-3	-1	12	0
CC(C)(C)C(=O)NC1(C(F)(F)F)NC(=O)N(Cc2ccccc2)C1=O (configuration not stated)	/	6	-19	-6	8	4	1	5	8
CC(C)(C)NNC(=S)Nc1cccc(F)c1	/	7	-4	2	0	3	-11	-2	-2
O=C(O)Cc1ccc(C(=O)c2ccc(Cl)cc2Cl)s1	5	1	4	-2	4	4	2	-1	-3
O=C1CN(S(=O)(=O)c2ccc(F)cc2)CC(=O)N1CCc1ccccc1	-3	0	-7	-8	-4	-4	-14	-1	-10

A portion taken from the entries so far:
SMILES	NPY Y1 blocker	Runt-CBFb FRET	MDM2 E3 inh	Runt-SMMHC FRET	NPY1 pot ag	p97 ATPase inh	NPY-Y2 PAM-ag	Hck Nef HTS	RBBP9 inh
O=C(COc1c(Cl)cc(Cl)cc1Cl)c1ccc(Cl)cc1	-4	1	-3	0	-6	3	4	4	1
COc1ccccc1CN1CCNC(=O)C1CC(=O)NCCCn1cccn1 (configuration not stated)	4	2	-1	0	-14	-2	3	-4	-10
COC(=O)c1c(C#N)c(N)nc2c1CCC2	3	96*	-10	62*	-18	-3	-1	12	0

Next section:
SMILES	NPY Y1 blocker	Runt-CBFb FRET	MDM2 E3 inh	Runt-SMMHC FRET	NPY1 pot ag	p97 ATPase inh	NPY-Y2 PAM-ag	Hck Nef HTS	RBBP9 inh
O=C(Nc1nnc(CC(c2ccccc2)c2ccccc2)s1)c1ccco1	-2	-1	/	2	27	0	14	0	-5
O=C(CSCC(=O)N1CCOCC1)Nc1ccccc1	2	0	-35	-4	11	-2	-12	2	0
Cc1nn(CCc2n[nH]c(=S)n2C2CCCCC2)c(C)c1Br	0	/	-2	1	18	2	1	1	0
CCOC(=O)C1=C(c2ccccc2)N=c2s/c(=C\c3ccc(O)cc3)c(=O)n2C1c1cccs1 (configuration not stated)	-4	-83	-6	-204	25	8	9	-2	-21
CC(=O)c1c(N)n(C)c(=O)n(C)c1=O	-2	1	-8	2	25	5	13	-3	-1
Cc1ccc(N2C(=O)/C(=C\c3ccco3)SC2=S)cc1	-2	/	-2	-24	9	9	-7	37	-4
COCCn1c(SCC(=O)N2CCCc3ccccc32)nnc1-c1ccoc1C	6	-2	10	-2	-8	-1	9	14	-3

An excerpt from above, reduced to Runt-SMMHC FRET, NPY-Y2 PAM-ag and Hck Nef HTS.
molecule	Runt-SMMHC FRET	NPY-Y2 PAM-ag	Hck Nef HTS
Cc1nn(CCc2n[nH]c(=S)n2C2CCCCC2)c(C)c1Br	1	1	1
COCCn1c(SCC(=O)N2CCCc3ccccc32)nnc1-c1ccoc1C	-2	9	14
Cc1ccc(N2C(=O)/C(=C\c3ccco3)SC2=S)cc1	-24	-7	37
CC(=O)c1c(N)n(C)c(=O)n(C)c1=O	2	13	-3
O=C(Nc1nnc(CC(c2ccccc2)c2ccccc2)s1)c1ccco1	2	14	0

Rows were taken by chance (roughly 3.5% active in at least one column).
